KCNQ1 pot: human KCNQ1 channel potentiation or activation; P51787; CHO-K1 KCNQ1, thallium flux FluxOR fluorescence; stronger effect = higher value; B-score at 10 µM; actives 0.35% (n = 310,000); AID 2648;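 active = fluorescence ratio B-score, a plate-corrected score, at least three library SD, with initial intensity B-score within 5 SD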
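Assay system: stable KCNQ1 CHO-K1 line; medium: assay buffer, equal DMSO in all wells; timing: 90 min dye loading and 20 min compound exposure, both at room temperature; technique: kinetic FluxOR thallium fluorescence, 10-s 1-Hz baseline, 110-s post-stimulus read; read-out basis: B score of baseline-normalized fluorescence ratio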
MrgX1 ag: human MrgX1 receptor agonism, primary screen; Q96LB2; MrgX1-HEK293 cells, Fluo-4 calcium fluorescence, agonist mode; stronger effect = higher value; B-score at 10 µM; actives 0.44% (n = 310,000);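 active = calcium response B-score plate-corrected fluorescence ratio at least 3 library SD, with starting fluorescence B-score inside 5 SD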
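Material: MrgX1-expressing HEK293 cells / Dosing: compound as first of three additions / Incubation: overnight seeding, then 1 h dark dye loading / Signal: Fluo-4 NW calcium fluorescence / Evaluation: B-scored fluorescence response ratio / Benchmarks: positive and negative control wells on each plate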
KCNK9 block: blocks the human KCNK9 two-pore domain potassium channel; Q9NPC2; HEK293 KCNK9, FluxOR thallium flux fluorescence; stronger effect = lower value; B-score at 10 µM; actives 1.2% (n = 310,000); AID 488922;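 active = ratio B-score over 3 SD below the library mean, with starting fluorescence within 5 SD of its mean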;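 also: negative B-score means less thallium flux so channel inhibition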
Target sequence (Q9NPC2 whole entry, looked up, the tested form may be a part): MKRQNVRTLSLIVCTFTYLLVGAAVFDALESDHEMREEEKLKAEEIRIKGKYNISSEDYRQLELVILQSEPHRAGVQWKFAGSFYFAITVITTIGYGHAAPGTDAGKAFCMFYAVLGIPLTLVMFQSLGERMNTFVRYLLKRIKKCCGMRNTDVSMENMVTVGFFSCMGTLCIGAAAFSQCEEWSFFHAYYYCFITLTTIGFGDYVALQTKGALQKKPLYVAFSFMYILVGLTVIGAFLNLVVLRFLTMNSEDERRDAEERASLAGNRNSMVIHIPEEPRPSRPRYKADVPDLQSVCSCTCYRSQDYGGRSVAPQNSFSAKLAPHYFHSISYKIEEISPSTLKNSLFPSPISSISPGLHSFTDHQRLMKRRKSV
RGS4 act: potentiators or activators of RGS4. HEK293 M3R/inducible RGS4, carbachol calcium flux Fluo4; stronger effect = lower value. B-score at 10 µM. actives 0.92% (n = 310,000);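 active = B-score of the integrated calcium signal more than 4 SD below the library mean, with starting fluorescence not abnormally high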;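 also: negative B-score means reduced calcium response which marks RGS4 activation or potentiation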
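test system = M3R-expressing HEK293 line, RGS4 induced by doxycycline | probe or stimulus = carbachol at ECmax as muscarinic agonist stimulus | timing = dye loading 30 min 37 °C, buffer rest 30 min RT | signal = calcium dye Fluo4 fluorescence | evaluation = B score from integrated fluorescence ratio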
MrgX1 allo act: allosterically activates human MrgX1 receptor signaling; Q96LB2; actives 0.63% (n = 310,000); MrgX1-HEK293, Fluo-4 calcium flux, FDSS; stronger effect = higher value; AID 588675; B-score at 10 µM;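 active = plate-corrected calcium response at least 3 library SD above typical, normal starting fluorescence, not activating the receptor alone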;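 also: compound read alongside a low EC10 to EC30 dose of BAM8-22 agonist; peak minus trough fluorescence over baseline measured at the second addition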
KCNK3 block: human KCNK3 channel inhibition, primary screen; CHO-KCNK3 thallium flux, FluxOR fluorescence; stronger effect = lower value; O14649; B-score at 10 µM; actives 0.84% (n = 340,000);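 active = B-score under library mean minus 4 SD, starting fluorescence ratio at most library mean plus 5 SD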;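 also: more negative B-score means stronger inhibition of thallium flux through KCNK3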
Target sequence (O14649 whole entry, looked up): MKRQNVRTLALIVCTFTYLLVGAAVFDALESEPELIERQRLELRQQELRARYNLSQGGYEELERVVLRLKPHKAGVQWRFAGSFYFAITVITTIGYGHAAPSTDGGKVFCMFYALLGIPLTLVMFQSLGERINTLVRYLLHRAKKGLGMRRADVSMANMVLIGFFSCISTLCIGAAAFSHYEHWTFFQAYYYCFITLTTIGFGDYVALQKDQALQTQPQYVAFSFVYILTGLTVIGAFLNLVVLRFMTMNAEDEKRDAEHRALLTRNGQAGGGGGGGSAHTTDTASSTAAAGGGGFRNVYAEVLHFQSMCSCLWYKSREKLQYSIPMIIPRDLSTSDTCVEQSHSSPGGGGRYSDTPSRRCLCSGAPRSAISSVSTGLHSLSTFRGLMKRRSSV
RGS4 inh: inhibitors of human RGS4 | B-score at 10 µM | actives 0.45% (n = 310,000) | P49798 | HEK293 M3R/RGS4 inducible, Fluo-4 calcium flux; stronger effect = higher value; triggered by carbachol at its EC20;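 active = B-score, a plate-corrected calcium signal, over three deviations above library mean, with baseline fluorescence within five deviations of library mean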;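 also: RGS4 expression induced by doxycycline in cells with stable M3 receptor; B-score is computed from the integrated fluorescence ratio over baseline after carbachol; higher B-score means a larger calcium signal and so more RGS4 inhibition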
Target sequence (P49798 whole entry, looked up): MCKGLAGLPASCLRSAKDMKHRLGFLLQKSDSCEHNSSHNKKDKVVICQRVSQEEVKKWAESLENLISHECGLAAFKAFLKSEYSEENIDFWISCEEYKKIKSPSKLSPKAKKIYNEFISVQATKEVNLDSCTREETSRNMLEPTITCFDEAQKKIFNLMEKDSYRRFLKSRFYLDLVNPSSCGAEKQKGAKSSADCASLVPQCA
ANO1 activ: activates or potentiates the mouse TMEM16A chloride channel. B-score at 10 µM. actives 0.3% (n = 340,000). HEK293 TMEM16A/YFP-H148Q/I152L, iodide quench fluorescence; stronger effect = lower value;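 active = fluorescence-ratio B-score plate-corrected deviation score at least 3 library SD below zero, with starting fluorescence score within 5 deviations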;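 also: channel opened by trigger with iodide after compound preincubation; score built on the fluorescence ratio of max minus min over baseline; more negative score means more quench and so TMEM16A activation or potentiation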
TMEM16A inh: inhibitors of mouse TMEM16A calcium-activated chloride channel | HEK293 TMEM16A/YFP iodide influx fluorescence, ionomycin | Q8BHY3 | normalized B-score (activity score, 25-100; higher = stronger inhibition) at 10 µM | AID 588511 | actives 1.2% (n = 310,000);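 active = ratio plate-corrected score three or more library SD toward inhibition, starting fluorescence score within five deviations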;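 also: score derived from kinetic fluorescence span divided by baseline fluorescence per well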
KCNQ1 block: human KCNQ1 channel inhibition | CHO-K1 KCNQ1, FluxOR thallium flux fluorescence; stronger effect = higher value | P51787 | actives 1.3% (n = 310,000) | B-score at 10 µM | AID 2642;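 active = compounds whose thallium flux B-score, printed positive for inhibition, exceeds three library SD while starting fluorescence stays within three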;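 also: channel opened by potassium depolarization with thallium stimulus after 20 min compound exposure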
hERG rescue: compounds protecting human hERG from proarrhythmic drug block; Q12809; CHO-hERG, FluxOR thallium flux, dofetilide IC70 present; activation (rescue from dofetilide block), less the hit threshold, % at 10 µM; actives 0.51% (n = 310,000); AID 1511;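 active = activation above the mean of controls blocked by dofetilide plus 5 SD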;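 also: thallium influx through hERG after potassium depolarization seen as dye fluorescence rise; in these data hits start at about 4.7%; inactives centre near -7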
An asterisk follows results filed as active; i = inactive; / = no result given.

Second line of a record: KCNQ1 pot | MrgX1 ag | KCNK9 block | RGS4 act | MrgX1 allo act | KCNK3 block | RGS4 inh | ANO1 activ | TMEM16A inh | KCNQ1 block | hERG rescue
- O=C(CSc1ncnc2c1oc1ccccc12)NCC1CCCO1 (centres undefined)
→ i | i | i | i | i | i | i | i | i | i | -2
- CCn1c(=O)c2cc(C(=O)NCCOC)sc2c2ccccc21
→ i | i | i | i | i | i | i | i | i | i | -12
- CC1CN(c2oc(-c3ccco3)nc2C#N)CC(C)O1 (centres undefined)
→ i | i | i | i | i | i | i | i | i | i | -10
- CCOc1ccc2nc(SCC(=O)NCc3ccccc3)[nH]c2c1
→ i | i | i | i | i | i | i | i | i | i | -9
- CCOc1ccccc1Nc1nnc(SCc2ccc(C(=O)OC)o2)s1
→ i | i | i | i | i | i | i | i | i | i | -6
- CCOc1ccc(C(CC(=O)O)NC(=O)C(CC)c2ccccc2)cc1 (centres undefined)
→ i | i | i | i | i | i | i | i | i | i | -4
- O=C(CCCCn1c(=O)[nH]c2ccsc2c1=O)NCc1ccc2c(c1)OCO2
→ i | i | i | i | i | i | i | i | i | i | -13
- Cc1ccc2nc(N3C(=O)C(O)=C(C(=O)c4cc5ccccc5o4)C3c3cccs3)sc2c1 (centres undefined)
→ i | i | i | i | i | i | i | i | i | i | -10
- CCOC(=O)C1C(=O)CC(C)(O)C(C(=O)OCC)C1c1cccc(OC(F)(F)C(F)F)c1 (centres undefined)
→ i | i | i | i | i | i | i | i | i | i | 0
- CCOc1ccc(C(=O)NC2CC3CCCC(C2)N3CC(C)C)cc1 (centres undefined)
→ i | i | i | i | i | i | i | i | i | i | -15
- O=C(O)c1cc(NS(=O)(=O)c2ccc(N3CCOCC3)c([N+](=O)[O-])c2)cc(C(=O)O)c1
→ i | i | i | i | i | i | i | i | i | i | -3
- NC(=O)Cn1cnc2c(nnn2-c2cccc(Cl)c2)c1=O
→ i | i | i | i | i | i | i | i | i | i | -10
- c1ccc(-n2c(-c3ccco3)nnc2-c2ccco2)cc1
→ i | i | i | i | i | i | i | i | i | i | -11
- CC(=O)Nc1ccc(NC(=O)C2CCN(C(=O)C3CC(=O)N(c4ccc(C)cc4)C3)CC2)cc1 (centres undefined)
→ i | i | i | i | i | i | i | i | i | i | -6
- Cc1ccc(C)c(C(=O)CN2Cc3ccccc3C2=O)c1
→ i | i | i | i | i | i | i | i | i | i | -6
- CN(CCC#N)CC(=O)Nc1ccc(NC(=O)CN(C)CCC#N)cc1
→ i | i | i | i | i | i | i | i | i | i | 3
- COC(=O)C1=CNC=C(C(=O)OC)C1c1ccccc1Cl
→ / | i | / | / | i | i | / | i | i | / | /
- CCOC(=O)N1CCC(c2cc(=O)n3[nH]c(C)c(-c4ccc(F)cc4)c3n2)CC1
→ i | i | i | i | i | i | i | i | i | i | -7
- Cn1c(SCC(=O)NCc2ccco2)nnc1-c1ccc(S(=O)(=O)N2CCOCC2)cc1
→ i | i | i | i | i | i | i | i | i | i | -2
- CCOc1ccc(/C(O)=C2/C(=O)C(=O)N(c3cc(C)on3)C2c2ccc(C(=O)OC)cc2)cc1 (centres undefined)
→ i | i | i | i | i | i | i | i | i | i | -6
- CCOC(=O)C(=O)Nc1ccc([N+](=O)[O-])cc1OC
→ i | i | i | i | i | i | i | i | i | i | -8
- NC(=O)c1cccnc1Oc1ccc(Cl)cc1
→ i | i | i | i | i | i | i | i | i | i | -9
- O=C(CSc1nnc(Cc2ccccc2)c(=O)[nH]1)Nc1ccccc1
→ i | i | i | i | i | i | i | i | i | i | -14
- Cc1ccc(Cc2cnc(N3C(=N)SC(C)C3=O)s2)cc1 (centres undefined)
→ i | i | i | i | i | i | i | i | i | i | -14
- Cc1ccccc1NC(=S)NCc1ccc2c(c1)OCO2
→ i | i | i | i | i | i | i | i | i | i | -5
- CC(=O)NCCC(=O)Nc1cccc(S(=O)(=O)N(C)c2ccccc2)c1
→ i | i | i | i | i | i | i | i | i | i | -9
- CC1(C)CC(=O)c2c(n(S(=O)(=O)c3ccccc3)c3ccc(NS(=O)(=O)c4ccccc4)cc23)C1
→ i | i | i | i | i | i | i | i | i | i | -13
- COc1cc2c(cc1OC)C(c1ccc3c(c1)OCO3)C1=C(CC(C)(C)CC1=O)N2 (centres undefined)
→ i | i | i | i | i | i | i | i | i | i | -14
- Cc1cc(C)c([N+](=O)[O-])cc1NC(=O)CCSc1ccccc1Cl
→ i | i | i | i | i | i | i | i | i | i | -5
- Cc1cccc(C)c1NC(=O)CNc1ncnc2sc(C)c(C)c12
→ i | i | i | i | i | i | i | i | i | i | -4
- Cc1ccc(-c2nnc(SCC(=O)Nc3nc4c(s3)CCCC4)n2C)cc1
→ i | i | i | i | i | i | i | i | i | i | -8
- C=CCOC(=O)/C(=C/c1cccnc1)NC(=O)c1ccccc1
→ i | i | i | i | i | i | i | i | i | i | -7
- O=C(NC1CCCc2c1cnn2-c1ccc(F)cc1F)c1cnccn1 (centres undefined)
→ i | i | i | i | i | i | i | i | i | i | -5
- N#Cc1c2c(nc(N)c1-c1ccccc1)CCCCC2
→ i | i | i | i | i | i | i | i | i | i | -6
- CC1(C)CC(=O)C2=C(C1)OC(N)=C(C#N)C2c1ccccc1[N+](=O)[O-] (centres undefined)
→ i | i | i | -11* | i | i | i | -4.6* | i | i | -31
- Cc1cccc(NC(=O)c2ccc(S(=O)(=O)N3CCOCC3)cc2)c1C
→ i | i | i | i | i | i | i | i | i | i | -8
- COc1ccc(OCc2nnc(SCC(=O)Nc3ccccc3F)o2)cc1
→ i | i | i | i | i | i | i | i | i | i | -4
- Cc1cc(C(=O)N/N=C/c2ccc([N+](=O)[O-])cc2)c2ccccc2n1
→ i | i | i | i | i | i | i | i | i | i | -12
- Cc1ccc(Sc2cnc3ccccc3n2)cc1
→ i | i | i | i | i | i | i | i | i | i | -10
- O=C(NNC(=S)NC(=O)c1ccccc1Cl)c1cccc([N+](=O)[O-])c1
→ i | 103* | i | i | i | i | i | i | i | i | -7
- Cc1cc(C)c2c(N=CN(C)C)c(C(=O)N3CCN(c4ncccn4)CC3)sc2n1
→ i | i | i | i | i | i | i | i | i | i | -6
- COC(=O)c1ccc(N2CCC(c3cc(-c4ccc(OC)cc4)n[nH]3)CC2)c([N+](=O)[O-])c1
→ i | i | i | i | i | i | i | i | i | i | -17
- O=S(=O)(N1CCOCC1)N1CCCN(S(=O)(=O)N2CCOCC2)CC1
→ i | i | i | i | i | i | i | i | i | i | -5
- O=C1N(c2cccc(Cl)c2)C(c2ccccc2)N2CCCN12 (centres undefined)
→ i | i | i | i | i | i | i | i | i | i | -14
- CSCCC(NC(=O)C1CCC(C)CC1)C(=O)NCCN1CCC(C)CC1 (centres undefined)
→ i | i | i | i | i | i | i | i | i | i | -6
- NC(=O)CN1C(=O)C(=O)N(Cc2ccccc2Cl)C1=O
→ i | i | i | i | i | i | i | i | i | i | 1
- Cc1ccc(CCNC(=O)C2CCC(=O)N2C2CCCC2)cc1 (centres undefined)
→ i | i | i | i | i | i | i | i | i | i | 4
- COc1cc(CCC(=O)Nc2ccc(Br)c(C(F)(F)F)c2)cc(OC)c1OC
→ i | i | i | i | i | i | i | i | i | i | -4
- NC(=O)[C@@H]1CCCNc2c(F)cc([N+](=O)[O-])cc2C(=O)N[C@@H](CO)C(=O)NCC(=O)N1
→ i | i | i | i | i | i | i | i | i | i | -4
- CC(=O)Nc1ccc(S(=O)(=O)N2CCN(C)CC2)cc1
→ i | i | i | i | i | i | i | i | i | i | -17
- CC(=O)C1C(c2ccc(Br)cc2)C2C(C)=NN=C2CC1(C)O (centres undefined)
→ i | i | i | i | i | i | i | i | i | i | 1
- COc1cc(C2NC(=O)CCC2[N+](=O)[O-])cc(OC)c1OC (centres undefined)
→ i | i | i | i | i | i | i | i | i | i | -2
- CC1(c2ccc(Cl)cc2)NC(=O)N(CC(=O)c2ccc3c(c2)OCO3)C1=O (centres undefined)
→ i | i | i | i | i | i | i | i | i | i | -8
- c1ccc(Oc2ccc(-n3cnnn3)cc2)cc1
→ i | i | i | i | i | i | i | i | i | i | -6
- O=C(COc1ccccc1)Nc1nc(-c2ccc(S(=O)(=O)N3CCOCC3)cc2)cs1
→ i | i | i | i | i | i | i | i | i | i | -7
- O=C(c1ccc(OC2CCN(Cc3ccccc3O)CC2)cc1)N1CCCCC1
→ i | i | i | i | i | i | i | i | i | i | -9
- Cc1cccc(Nc2ncnc3c2cnn3Cc2ccccc2)c1
→ i | i | i | i | i | i | i | i | i | i | -10
- Cc1ccc(S(=O)(=O)N(Cc2nccn2C)C(C)C)cc1
→ i | i | i | i | i | i | i | i | i | i | -15
- N=c1n(CC(=O)c2cccs2)c2ccccc2n1Cc1ccccc1
→ i | i | i | i | i | i | i | i | i | i | -13
- N#CCC(=O)Nc1nc(-c2ccc3c(c2)OCCO3)cs1
→ i | i | i | i | i | i | i | i | i | i | -10

The list continues:
Second line of a record: KCNQ1 pot | MrgX1 ag | KCNK9 block | RGS4 act | MrgX1 allo act | KCNK3 block | RGS4 inh | ANO1 activ | TMEM16A inh | KCNQ1 block | hERG rescue
- COc1cc(NS(=O)(=O)c2ccc3c(c2)NC(=O)CO3)cc(OC)c1
→ i | i | i | i | i | i | i | i | i | i | -1
- N#Cc1c(-c2ccccc2)cc(-c2cccs2)nc1SCC(=O)O
→ i | i | i | i | i | i | i | i | i | i | -13
- O=[N+]([O-])c1ccc2nc(Cl)nc(-c3ccccc3)c2c1
→ i | i | i | i | i | i | i | i | i | i | -12
- COC(=O)C(C)N(C(=O)c1cccc2ccccc12)c1c(C)cccc1C (centres undefined)
→ i | i | -12* | i | i | i | i | i | i | i | -9

Retrieved one by one from the list above, 2 records:
Second line of a record: KCNQ1 pot | MrgX1 ag | KCNK9 block | RGS4 act | MrgX1 allo act | KCNK3 block | RGS4 inh | ANO1 activ | TMEM16A inh | KCNQ1 block | hERG rescue
- COc1cc(NS(=O)(=O)c2ccc3c(c2)NC(=O)CO3)cc(OC)c1
→ i | i | i | i | i | i | i | i | i | i | -1
- O=[N+]([O-])c1ccc2nc(Cl)nc(-c3ccccc3)c2c1
→ i | i | i | i | i | i | i | i | i | i | -12

Screening results deposited in PubChem by Johns Hopkins Ion Channel Center.
